# All columns: NCI-60 one-dose screen, growth in % after 48 h at 10 µM unless noted; 100 = growth as untreated, 0 = no growth, -100 = all killed.
# K-562 – K-562 leukemia; 7.4% of 78,000 active
# MDA-MB-468 – MDA-MB-468 breast cancer. 8.5% of 78,000 active
# BT-549 – BT-549 breast cancer; 4.4% of 78,000 active; AID 1794793
# MOLT-4 – MOLT-4 leukemia cells; 6.9% of 80,000 active
# MCF7 – MCF7 breast cancer. AID 1794796. 6.3% of 82,000 active
# T-47D – T-47D breast cancer. 5% of 79,000 active. AID 1794792
# MDA-MB-231 – MDA-MB-231 breast cancer; 5% of 81,000 active; AID 1794789
# SR – SR leukemia cells | 8.7% of 73,000 active | AID 1794780
# * marks the source's active call; other numbers are inactive results; . = not tested or not shown; [ ] = dose if it differs, or a comment. How the source made its calls: active means growth percent below 10; inactive means the rest.
SMILES,K-562,MDA-MB-468,BT-549,MOLT-4,MCF7,T-47D,MDA-MB-231,SR
Cn1c(=O)c2c(nc(C3CC4C5CCC(C5)C4C3)n2C)n(C)c1=O (stereo not drawn),105.1,74.9,87.0,115.6,83.1,97.7,109.3,93.8
COc1ccc(C(O)c2ccccc2C(O)c2ccc(OC)cc2)cc1 (stereo not drawn),113.4,97.6,111.7,82.2,111.1,114.2,95.7,96.2
N/C(=N\c1nc2ccccc2s1)NC(=O)Nc1ccc(Cl)cc1Cl,9.5*,-48.6*,-17.6*,6.9*,-4.9*,-10.7*,-83.4*,5.8*
COC(=O)C(N)Cc1ccc(O)cc1 (stereo not drawn),102.2,110.1,89.2,100.3,99.2,105.3,99.7,.
COc1ccc(-c2nn(-c3cccc(Cl)c3)cc2C=C2C(=O)NC(=O)NC2=O)cc1,99.2,92.8,81.8,87.1,97.1,93.6,128.1,83.1
COc1ccc2c(c1)CCNC21C(=O)Nc2ccccc21 (stereo not drawn),104.8,93.8,104.8,108.5,88.8,96.6,91.1,95.4
COc1cc(-c2nc(SCC(=O)c3ccc(Br)cc3)[nH]c(=O)c2C#N)cc(OC)c1OC,91.4,115.3,102.9,91.4,98.1,97.3,113.7,95.2
CN(Cc1ccccc1)/N=N/c1nc[nH]c1C(N)=O,83.2,71.4,104.8,87.5,95.6,111.7,99.0,75.2
Nc1cc(F)ccc1NC(=O)c1ccc(NC(=O)C/C=C/c2cccnc2)cc1,26.0,40.1,26.1,40.7,33.0,22.7,57.2,29.3
CCNC(=O)Oc1ccc(/C(=C(/CC)Cc2ccccc2)c2ccc(OCCCN(C)C)cc2)cc1,85.6,91.2,112.7,87.9,46.4,70.0,89.6,84.7
CC1CCC(=O)CC1C (stereo not drawn),103.3,100.0,104.7,99.5,97.7,99.9,103.1,98.6
Cn1c(O)c(C(=Nc2ccccc2N)c2ccccc2)c(=O)n(C)c1=O,115.9,90.3,96.9,102.2,86.2,85.3,96.3,103.5
Nc1c(Cl)cc2c(c1Br)Cc1ccccc1-2,109.4,19.5,111.0,93.8,94.8,69.4,82.5,97.5
C=C(Cl)COC(=O)C(C)OC(C)=O (stereo not drawn),113.8,96.5,104.5,112.6,95.4,98.4,117.7,110.3
COC(=O)c1ccc2oc(NC(=O)c3ccc(Nc4ccc(Cl)c(Cl)c4)c([N+](=O)[O-])c3)nc2c1,47.0,95.5,86.3,96.5,83.8,77.5,90.6,90.3
COc1cc(OC)c(C(=O)/C=C/c2ccc(C(C)C)cc2)cc1CC=C(C)C,53.6,76.0,108.4,54.0,71.7,43.3,82.4,.
CCOC(=O)NCCCNC(=O)OCC,99.0,94.7,110.0,102.7,94.1,98.9,106.6,98.7
COc1ccc(NC(=O)CC(O)c2cccc(N)c2)cc1 (stereo not drawn),105.6,107.7,103.7,91.1,94.6,93.3,104.5,82.7
CS/C(=C\c1ccc(C(=O)c2ccc(C)cc2)n1C)S(C)=O (stereo not drawn),44.4,86.1,101.7,93.9,89.6,79.7,89.6,30.9[100 µM]
CCN(CC)C(=O)Cn1cc(C(N)=O)nn1,.,111.7,102.5,99.7,95.0,103.9,109.9,87.4
CCN(CC)CCOC(=O)Nc1ccccc1Cl,94.8,103.6,81.3,94.7,101.3,98.6,115.4,102.4
O=C(C(=O)c1ccc(Cl)cc1)c1ccc(Cl)cc1,111.6,101.9,114.7,95.6,98.1,101.5,114.3,92.8
Cn1c([N+](=O)[O-])cc[n+]1C,112.8,108.9,109.7,112.6,106.4,97.4,95.1,114.3
COCC(C)(COP(=O)(N1CCOCC1)N1CCOCC1)CC(C)COP(=O)(N1CCOCC1)N1CCOCC1 (stereo not drawn),103.2,106.3,96.9,97.2,99.2,113.5,109.3,84.3
Cc1nc2c(nnn2-c2ccccc2)c2nc(-c3ccc([N+](=O)[O-])cc3)oc(=O)c12,106.3,100.2,107.9,108.1,105.6,.,108.5,101.6
COCCCn1c(C(Cl)(Cl)Cl)nn2c(=O)c3ccccc3nc2c1=O,89.8,102.9,113.6,91.7,95.5,100.0,95.0,94.8
CC(=O)NNC(=O)c1sc(NC(C)=O)nc1C,61.4,103.5,.,94.1,87.4,76.5,100.4,87.4
O=C(COc1ccc(NC(=O)Nc2ccc(Cl)c(Cl)c2)cc1)N=Nc1c(O)[nH]c2ccccc12,5.1*,-47.7*,-38.4*,1.3*,-6.3*,11.6,-66.8*,2.4*
COC(=O)/C=C1/SC(=Nc2ccc([N+](=O)[O-])cc2)N(CCc2c[nH]c3ccccc23)C1=O,25.8,86.0,60.8,-2.1*,20.1,46.5,72.1,1.7*
Cc1cccc(NC(=O)c2ccccc2C(=O)O)c1,99.7,111.2,94.7,88.6,90.3,82.0,101.2,94.1

# In the list so far, these have a nitro group on carbon:
SMILES,K-562,MDA-MB-468,BT-549,MOLT-4,MCF7,T-47D,MDA-MB-231,SR
COC(=O)c1ccc2oc(NC(=O)c3ccc(Nc4ccc(Cl)c(Cl)c4)c([N+](=O)[O-])c3)nc2c1,47.0,95.5,86.3,96.5,83.8,77.5,90.6,90.3
Cn1c([N+](=O)[O-])cc[n+]1C,112.8,108.9,109.7,112.6,106.4,97.4,95.1,114.3
Cc1nc2c(nnn2-c2ccccc2)c2nc(-c3ccc([N+](=O)[O-])cc3)oc(=O)c12,106.3,100.2,107.9,108.1,105.6,.,108.5,101.6
COC(=O)/C=C1/SC(=Nc2ccc([N+](=O)[O-])cc2)N(CCc2c[nH]c3ccccc23)C1=O,25.8,86.0,60.8,-2.1*,20.1,46.5,72.1,1.7*

# Exported with bars between the fields: entries from further up
molecule | K-562 | MDA-MB-468 | BT-549 | MOLT-4 | MCF7 | T-47D | MDA-MB-231 | SR
COc1ccc2c(c1)CCNC21C(=O)Nc2ccccc21 (stereo not drawn) | 104.8 | 93.8 | 104.8 | 108.5 | 88.8 | 96.6 | 91.1 | 95.4
COc1cc(-c2nc(SCC(=O)c3ccc(Br)cc3)[nH]c(=O)c2C#N)cc(OC)c1OC | 91.4 | 115.3 | 102.9 | 91.4 | 98.1 | 97.3 | 113.7 | 95.2
O=C(COc1ccc(NC(=O)Nc2ccc(Cl)c(Cl)c2)cc1)N=Nc1c(O)[nH]c2ccccc12 | 5.1* | -47.7* | -38.4* | 1.3* | -6.3* | 11.6 | -66.8* | 2.4*

# (listing goes on)
SMILES,K-562,MDA-MB-468,BT-549,MOLT-4,MCF7,T-47D,MDA-MB-231,SR
Cc1[nH]c(=S)oc1C,105.2,95.0,105.3,109.8,95.7,86.6,102.7,.
COc1cccc(C2C(C#N)=C(N)Oc3cc4c(cc32)OCO4)c1 (stereo not drawn),.,2.3*,24.0,19.4,13.2,59.9,30.2,17.8
O=c1[nH]nc(SCc2ccccc2)c(=S)[nH]1,100.6,89.7,107.8,96.1,96.4,98.9,104.2,87.2
N#Cc1cnn(C(=O)c2ccccc2Br)c1NC(=O)c1ccccc1I,97.2,94.2,99.4,93.3,92.6,99.0,.,75.0
COc1cc(N=Cc2sc(Nc3nccs3)nc2O)cc(OC)c1OC,84.4,84.8,93.6,78.2,71.5,89.3,79.1,63.9
COC(=O)CCCCCCCCC(C)c1ccc(C(C)=O)cc1 (stereo not drawn),92.3,109.9,129.9,89.8,118.0,94.4,118.7,94.2
O=Cc1cc(Br)ccc1O,109.9,113.4,.,102.0,94.5,110.4,112.1,104.4
Cc1[nH]n(-c2ccc(S(=O)(=O)O)cc2)c(=O)c1N=Nc1ccccc1,106.7,85.4,113.2,101.0,100.3,102.6,121.6,111.9
COc1cccc(-c2cc(=O)oc3cc(O)ccc23)c1,90.4,86.3,93.2,93.3,104.3,84.7,87.0,98.9
C#CC[C@@H]1C[C@]2(C)[C@H]3CC[C@@H]4[C@H]5C(C(=C)C)CC[C@]5(C(=O)NCCN(CCN)CCN)CC[C@@]4(C)[C@]3(C)CC[C@H]2C(C)(C)[C@H]1OC(C)=O (stereo partly drawn),2.6*,-25.4*,110.4,31.1,-59.9*,.,33.0,-0.5*
Oc1ccc2ccccc2c1CN1CCCCC1,.,101.2,120.3,88.3,104.1,101.8,108.6,90.6
COc1ccc(C(=O)/C=C/c2cccc(Br)c2)cc1S(N)(=O)=O,.,-53.9*,.,.,-77.2*,-71.4*,-65.5*,.
COc1ccc(OC)c(C2=C(CN)C(O)N=C(Sc3cc(O)c(O)cc3C)N2)c1 (stereo not drawn),86.9,116.6,98.4,83.7,103.7,95.1,102.3,87.8
CC1(C)C(N)=Nc2cc(OCCCN3Cc4ccccc4C3)c(OCC3CC3)cc21,38.8,47.3,76.5,36.1,50.4,45.8,49.1,32.4
NC(=O)N1N=C(c2ccc(Cl)cc2)CC1c1cn(-c2ccccc2)nc1-c1ccc(Cl)cc1 (stereo not drawn),78.8,69.1,98.9,62.9,63.7,45.6,43.4,67.3
O=C(c1ccc(O)cc1)[C@@H]1[C@@H]2CCCN2[C@@]2(C(=O)Nc3ccccc32)[C@H]1c1ccc(F)cc1,77.2,89.8,103.2,78.2,98.0,71.9,79.1,91.7
Cc1cc(N=C2C=CC(=O)C=C2)ccc1O,98.7,112.4,.,93.0,107.9,99.9,102.3,96.6
Cc1ccc(NC(=S)NC(=O)c2cccs2)cc1,90.2,108.1,90.2,94.1,104.6,101.5,111.7,76.2
CCCCOP(=O)(COP(=O)(OC(C)C)OC(C)C)OCCCC,112.3,111.5,119.9,108.1,104.3,116.0,105.8,95.3
CC1=C/C(O)CC(=O)Cc2nc(co2)C(=O)N2CCC=C2C(=O)OC(C(C)C)C(C)/C=C\C(=O)NC/C=C\1 (stereo not drawn),48.4,54.5,.,77.4,71.8,89.4,98.6,17.9
O=C(O)c1ccc(CNc2nc(=O)n(Cc3ccc(Cl)cc3)c(=O)[nH]2)cc1,122.1,108.6,106.8,117.9,85.7,102.8,105.5,109.3
CCOC(=O)CC1CSC(N/N=C/c2cccc([N+](=O)[O-])c2)=N1 (stereo not drawn),95.3,106.1,109.5,104.8,93.5,86.1,102.4,94.9
O=C(NN1C(=O)/C(=C/C=C/c2ccc([N+](=O)[O-])o2)SC1=S)c1ccncc1,3.0*,-73.9*,-91.7*,-38.8*,-53.4*,-59.4*,-96.5*,-24.7*
CN(C)c1cccc2c(S(=O)(=O)Nc3cccc(-c4csc(NC(=O)CNCCS(=O)(=O)O)n4)c3)cccc12,.,98.1,110.5,.,97.8,97.0,108.9,.
CCCCCCCCCCCCCCCC(=O)OCC(O)[C@H]1OC(=O)C(O)=C1O (stereo partly drawn),.,86.8,96.7,119.7,94.0,96.2,66.7,.
CC1(C)N=C(N)N=C(N)N1c1ccc(OCC(=O)N2CCOCC2)c(Cl)c1,33.4,63.7,92.6,41.1,29.1,94.1,65.9,79.4
O=C(Nc1cccc(-n2ccc3c(NC(=O)c4ccccc4)nccc32)c1)c1cc(N2CCOCC2)cc(C(F)(F)F)c1,4.3*,-32.3*,-13.1*,0.6*,21.3,66.3,-16.6*,-14.2*
C=CCSc1nc(-c2cc(OC)ccc2OC)cc(-c2ccccc2)c1C#N,98.5,103.6,87.4,87.0,77.9,50.7,79.1,83.9
COc1ccc(-c2nc3c4c(-c5ccccc5)c(-c5ccccc5)n(Cc5ccccc5)c4ncn3n2)cc1,36.1,22.4,122.7,63.3,53.6,16.5,59.7,111.1
Cn1c(=O)c2[nH]c(N/N=C/c3cccc(Br)c3)nc2n(C)c1=O,102.9,98.3,111.0,84.3,102.4,100.0,107.8,89.0
Fc1ccc(CSc2ncnc3nc[nH]c23)cc1,95.1,91.2,114.5,105.3,88.6,81.5,104.0,111.4
CCOCCOC(=O)Nc1c(Cl)cccc1Cl,100.3,101.6,102.6,.,98.5,99.4,113.4,92.3
O=S(=O)(O)c1ccc(N=Nc2ccc(N=Nc3c(O)c(S(=O)(=O)O)cc4cc(S(=O)(=O)O)ccc34)c(S(=O)(=O)O)c2)cc1,97.7,99.1,105.0,99.9,96.0,105.8,99.4,99.2
NS(=O)(=O)c1ccc(CCn2c(SCC(=O)N/N=C/c3ccc(O)cc3)nc3ccccc3c2=O)cc1,69.7,92.7,94.7,65.5,88.1,81.1,106.9,76.4
N#Cc1ccc(NC(=O)COc2ccc(/C=C3\C(=O)Nc4ccccc43)cc2)cc1,41.7,113.6,103.4,48.2,58.1,64.0,89.7,53.0
C=C(C)[C@@H]1CC[C@]2(C(=O)O)CC[C@]3(C)[C@H](CC[C@@H]4[C@@]5(C)C[C@@H](CC#Cc6ccc(Cl)cc6Br)[C@H](O)C(C)(C)[C@@H]5CC[C@]43C)[C@@H]12,40.6,61.5,76.2,47.8,55.0,70.1,90.6,76.5
C=CCNC(=O)C1COc2ccccc2O1 (stereo not drawn),130.6,103.7,96.0,125.1,104.4,103.7,104.3,.
N#C/C(C(=O)Nc1ccccc1)=c1\s/c(=C\Nc2ccc(F)cc2)c(=O)n1-c1ccccc1,71.3,95.5,89.1,80.0,91.0,65.9,83.0,113.8
CNS(=O)(=O)Oc1ccc(-c2cn3ccoc3n2)cc1,103.7,93.4,112.4,108.6,94.8,95.6,99.8,102.3
CCCCCCCCCCOc1ccc(C(=O)c2ccc(OCCCCCCCCCC)cc2O)cc1,104.7,105.9,106.1,98.8,99.2,103.4,101.2,107.9
O=C1c2cccc(Cl)c2C(=O)c2c1cccc2[N+](=O)[O-],92.0,91.4,105.3,96.2,.,100.3,103.0,80.1
C/C(=N\NC(=S)n1[nH]c(=O)c2ccccc2c1=O)c1ccc([N+](=O)[O-])cc1,87.8,97.2,95.9,92.3,84.9,102.9,.,78.2

# Bioassay records as filed in PubChem.
